High-throughput results (PubChem BioAssay)
NR3A LBD binder: NR3A (human) ligand-binding domain modulation. actives 2.5% (n = 340,000). AID 1259313. Tm shift relative to glycine control, % at 25 µM. NR3A LBD differential scanning fluorimetry, Tm shift; 0% = protein alone, 100% = glycine-bound protein;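 active means melting temperature shift of at least 10% of the positive control shift, at one fixed dose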
SENP6 inh: SENP6 protease inhibition; Recombinant SENP6 catalytic domain, aminoluciferin luminescence; actives 1.8% (n = 330,000); AID 2599; inhibition, % at 10 µM; Q9GZR1;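 active means inhibition above about 50% at the single tested dose, limit read from the data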;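 further: plate controls were DMSO wells with enzyme for no effect and DMSO wells lacking enzyme for full effect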
PfGluPho inh: PfG6PD (Plasmodium falciparum) enzyme inhibition; PfGluPho enzyme, NADPH resazurin-diaphorase fluorescence; inhibition, % at 20 µM; actives 0.78% (n = 350,000); AID 504690;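 active means inhibition reaching at least a set limit at 20 µM in the primary screen, cut at about 59% in these data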;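 further: 0% = DMSO wells with substrate and 100% = DMSO wells lacking glucose-6-phosphate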
ATG4B inh: blocks human ATG4B protease cleavage of LC3 substrate. actives 0.51% (n = 340,000). inhibition, % at 8.33 µM. ATG4B cleavage of LC3-PLA2, NBD-HPC fluorescence, 1 h; in the data active means inhibition above about 40%
SENP8 inh: blocks human SENP8 cleavage of Nedd8 substrate; Q96LD8; recombinant SENP8, Nedd8 substrate fluorescence; inhibition, % at 20 µM; actives 0.64% (n = 360,000); in the data active means inhibition mostly above about 40%, no sharp cut-off; inactive means mostly below about 27%
Target sequence (Q96LD8 whole entry, looked up): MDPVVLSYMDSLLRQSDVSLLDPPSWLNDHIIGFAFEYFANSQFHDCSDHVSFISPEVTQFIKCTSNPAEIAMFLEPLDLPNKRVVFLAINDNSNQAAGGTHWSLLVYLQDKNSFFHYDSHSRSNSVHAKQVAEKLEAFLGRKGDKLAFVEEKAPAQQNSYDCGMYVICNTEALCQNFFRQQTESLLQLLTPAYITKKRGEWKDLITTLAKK
hIAP act: human IAP activation. purified human IAP, CDP-Star luminescence, 30 min; active compounds read high; 1 = vehicle-only enzyme, 0 = enzyme-free background. AID 2524. actives 0.16% (n = 330,000). activation factor at 10 µM. P09923;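 active means activation factor of the enzyme at least 2-fold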; further: the source names both 10 and 20 µM as test concentration; values of inactives mirror those of a sister screen read the other way
Target sequence (P09923 whole entry, looked up): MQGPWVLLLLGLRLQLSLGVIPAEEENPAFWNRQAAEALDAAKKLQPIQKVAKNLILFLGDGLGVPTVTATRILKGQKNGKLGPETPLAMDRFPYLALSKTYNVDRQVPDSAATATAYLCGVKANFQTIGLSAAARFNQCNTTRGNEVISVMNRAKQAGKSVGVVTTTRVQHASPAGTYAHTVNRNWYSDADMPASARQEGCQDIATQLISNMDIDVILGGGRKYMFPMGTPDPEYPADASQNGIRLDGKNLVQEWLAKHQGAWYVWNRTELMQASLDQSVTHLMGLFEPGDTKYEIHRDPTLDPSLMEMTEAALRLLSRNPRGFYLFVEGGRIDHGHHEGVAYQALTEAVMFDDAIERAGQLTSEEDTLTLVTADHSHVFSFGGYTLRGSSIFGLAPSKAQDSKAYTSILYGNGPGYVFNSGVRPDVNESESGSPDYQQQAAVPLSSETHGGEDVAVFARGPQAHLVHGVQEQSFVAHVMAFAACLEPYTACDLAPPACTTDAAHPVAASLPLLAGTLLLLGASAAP
MPTP block: inhibitors of mitochondrial permeability transition pore | AID 602449 | isolated mouse mitochondria, Ca2+ swelling absorbance, 30 min | actives 1.4% (n = 360,000) | inhibition, % at 10 µM;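 active means inhibition of 50% or more, scaled per plate between neutral and stimulator controls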;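 further: 0% = DMSO wells given calcium and 100% = 1 mM EGTA wells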
SENP1 FRET inh: blocks the human SENP1 SUMO protease catalytic domain; recombinant SENP1 catalytic domain, CyPet-SUMO1-YPet FRET cleavage; inhibition, % at 10 µM; actives 0.21% (n = 360,000); AID 624204;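 active means inhibition at least 30% at 10 µM, raw YFP signal under a set limit, fluorescence ratio 0.5 to 1.5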;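 further: 0% = enzyme with DMSO and 100% = no enzyme wells; some results filed as inactive read as strong as hits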
Target sequence (Q9P0U3 419-644 limits assumed): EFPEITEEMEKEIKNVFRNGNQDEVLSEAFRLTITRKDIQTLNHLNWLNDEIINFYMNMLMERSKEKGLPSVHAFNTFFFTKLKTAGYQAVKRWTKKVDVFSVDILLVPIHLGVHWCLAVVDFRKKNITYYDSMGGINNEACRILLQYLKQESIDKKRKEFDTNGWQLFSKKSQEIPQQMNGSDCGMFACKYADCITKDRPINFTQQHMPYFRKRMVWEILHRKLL
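material = recombinant human SENP1 catalytic domain, His6-tagged | quantity = 20 pM enzyme | reagent = 25 nM SUMO1 FRET substrate | compound dosing = 10 µM single point, 0.5% DMSO | timing = 50 min enzyme reaction, room temperature, light-protected | detection = FRET, CFP and YFP emission | control set = no-enzyme low, enzyme-DMSO high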
Active calls of the source: *; . = no result given; & = joins results of further samples.

SMILES	NR3A LBD binder	SENP6 inh	PfGluPho inh	ATG4B inh	SENP8 inh	hIAP act	MPTP block	SENP1 FRET inh
CC(C)(C)N(Cc1ccccc1)C(=O)c1ccncc1	-1	1	-11	-5	5	1.1	-0.1	0
Fc1ccc(-n2c(Cc3ccccc3)nnc2SCc2nc(-c3cccs3)no2)cc1	0	10	7	-12	18	0.9	-0.6	1
CN(Cc1cnn(-c2ccccc2)c1)C(=O)c1cccc(S(=O)(=O)N(C)c2ccccc2)c1	.	.	12	.	6	.	8.3	4
CCN1C(=O)/C(=C/N2CCc3ccccc3C2)SC1=S	5	-8	6	14	21	0.83	2.9	-1
CCOC(=O)C(NC(=O)c1ccccc1)C(C)(C)SCc1ccccc1 (stereo not drawn)	10	.	16	-3	10	.	-0.2	-2
Cc1ccc(N2CC(C(=O)Nc3nnc(SCCN4CCOCC4)s3)CC2=O)cc1C (stereo not drawn)	-1	-14	-8	-3	-2	1.1	0.3	2
CC1CCN(c2c(NCc3ccc(C(=O)N4c5ccccc5CC4C)cc3)c(=O)c2=O)CC1 (stereo not drawn)	0	1	-6	2	8	0.89	0.1	-6
COc1ccc(NC(=O)CC2C(=O)N(C)C(=S)N2Cc2ccncc2)cc1 (stereo not drawn)	-7	-4	16	1	2	0.82	0.0	2
CCOC(=O)NN=C1CCC(c2ccccc2)CC1 (stereo not drawn)	-2	0	-1	2	12	1.1	1.0	3
CN(C)C(=O)c1cccc(-c2csc(N3CCC(C(N)=O)CC3)n2)c1	-1	-14	19	3	.	0.81	.	.
Cc1ccc(S(=O)(=O)NC(=O)NN2CC3CCCC3C2)cc1 (stereo not drawn)	-6	0	-17	7	19	0.99	0.3	0
O=C(COC(=O)c1ccco1)NC12CC3CC(CC(C3)C1)C2	1	2	-20	-12	9	0.96	-0.5	1
C=CCn1c(SCC(=O)Nc2cccc(S(N)(=O)=O)c2)nnc1C1CCCCC1	-1	4	-18	-6	4	0.83	-0.6	1
O=C(CSc1ccccn1)N/N=C/c1ccccc1[N+](=O)[O-]	1	-15	13	-4	6	1	-0.3	0
Cc1cc(C(=O)N2CCN(S(=O)(=O)c3ccccc3F)CC2)c(C)o1	0	-5	6	-8	0	0.76	-0.9	0
CCn1c(-c2csc(-c3ccccc3)n2)n[nH]c1=S	3	-17	24	-4	13	1.2	6.3	2
CN(C)C(=O)c1ccc(NC(=O)COC(=O)Cn2cc(C(F)(F)F)ccc2=O)cc1	1	3	0	-10	10	0.86	-0.2	1
C=CCn1c(SCc2nc3ccccc3c(=O)[nH]2)nc2sc3c(c2c1=O)CCCC3	0	-6	4	-4	.	0.98	.	.
O=C(CNC(=O)C1CCCCC1)OCC(=O)c1ccc(F)cc1	0	-9	4	-2	9	1	-0.3	2
COC(=O)[C@H](C)NC(=O)COc1ccccc1	0	7	2	6	11	0.96	-0.5	-2
CC(=O)C[C@H]1c2cc(C(F)(F)F)ccc2S(=O)(=O)N1C1CCCC1	-1	2	3	-8	10	0.86	1.2	-4
COc1ccc(NC(=O)c2nc(C)c(C3(C)CC(c4cccnc4)=NO3)s2)cc1 (stereo not drawn)	0	-15	13	-7	3	1.1	-0.2	0
Cc1noc(NS(=O)(=O)c2ccc(NC(=O)CS(=O)(=O)c3ccccc3)cc2)c1C	-5	-26	-33	1	16	1	2.2	0
Cc1c(NC(=O)c2ccc(S(=O)(=O)N3CCOCC3)cc2)c(=O)n(-c2ccccc2)n1C	-1	1	2	-12	16	1	-0.1	1
O=C(c1cc(-c2ccccc2Cl)nc2ccccc12)N1CCN(c2ccccn2)CC1	-2	-13	-11	-6	16	0.89	-0.7	2

(continued)
SMILES	NR3A LBD binder	SENP6 inh	PfGluPho inh	ATG4B inh	SENP8 inh	hIAP act	MPTP block	SENP1 FRET inh
CC(=O)NNc1ncnc2ccccc12	0	0	-1	-11	-10	1.2	-0.4	4
Cc1ccc(/C=N/n2c(-c3ccco3)n[nH]c2=S)s1	2	6	26	-1	13	0.88	-0.3	3
O=C(Nc1cccc(Cl)c1)c1cnccn1	1	6	-8	0	15	0.96	0.4	0
CC(=O)Nc1nonc1NC(=O)COc1ccccc1	-2	-16	-2	-12	15	1.4	-0.9	3
C=CCn1c(=O)c2ccccc2n2c(SCc3nc4ccccc4s3)nnc12	2	9	16	-13	-53	1.2	-1.1	-14
OC(CNc1ccccc1)Cn1ccc2ccccc21 (stereo not drawn)	-2	8	16	-2	11	0.99	0.3	-1
CC(C)(C)NC(=O)CSc1ncnc2c1cnn2-c1ccccc1	0	21	-3	-3	-42	1	1.1	3
COC(=O)c1sc(SC)c2c1CC(C)(C)C/C2=N/O	0	-17	3	-5	5	0.99	-2.4	1
O=C(CSc1ccc2nnc(-c3cccc(F)c3)n2n1)NCC1CCCO1 (stereo not drawn)	2	6	46	2	-104	0.97	-2.1	1
COc1ccc(C(=O)NCc2ccc(Cl)cc2)cc1S(=O)(=O)N1CCCC1	0	-3	3	-5	3	1	0.1	0
O=C1CN(C(=O)CN2CCN(S(=O)(=O)c3ccccc3)CC2)c2ccccc2N1	.	.	-1	.	4	.	0.0	1
COn1c(-n2nc(C)cc2C)nc2ccccc2c1=O	1	-1	5	-10	7	1.2	-1.7	-1
CCC1=NN(C(=O)c2ccc(Br)cc2)C(O)(c2ccc(C)cc2)C1 (stereo not drawn)	-4	8	-32	8	10	1	7.4	8
COc1cc(/C=C/C(=O)OCC(=O)N2CCCC2)cc(OC)c1OC	-1	-1	-6	-4	-353	1.1	-0.7	1
O=C(COC(=O)/C=C/c1ccco1)NCc1ccco1	-1	-32	12	-9	-8	1.1	-1.3	-1
O=C(NCC1CCCO1)c1ccc(Br)o1 (stereo not drawn)	0	-3	-5	2	12	1.1	-1.5	-1
CN(C)c1ccc(P(=O)(OCc2ccccc2)C(O)c2ccc(Br)cc2)cc1 (stereo not drawn)	-5	-19	9	-7	6	0.79	3.7	2
CN(C)CCN(C(=O)c1ccc(S(=O)(=O)N(C)c2ccccc2)cc1)c1nc2cc3c(cc2s1)OCCO3	0	-8	-9	-3	9	0.83	-0.3	2
CC1CN(C(=O)c2ccc(CNS(=O)(=O)c3cccc(C(F)(F)F)c3)cc2)CC(C)O1 (stereo not drawn)	0	-1	-10	-10	26	1.3	-0.4	0
COc1cccc(C2(O)CCN(C(=O)C3CC3)CC2)c1	-3	-5	-16	7	13	1	-3.3	-1
COc1ccc(/C=N/NC(=O)c2cc(C34CC5CC(CC(C5)C3)C4)[nH]n2)cc1OC	-7	-3	8	-20	-62	1.1	4.3	3
COc1c(Cl)ccc(Cl)c1C(=O)NC(=O)Nc1nc(C)cc(C)n1	-1	-19	48	-6	9	0.98	-0.5	0
COc1ccc(CNC(=O)C[C@H]2C[C@H](C(=O)N3CCCCC3)[C@@]3(C)c4[nH]c5ccc(Cl)cc5c4CCN3C2=O)cc1OC	0	.	21	-15	-1	.	0.3	2
CC1Oc2ccccc2N(CC(=O)NCc2ccc3c(c2)OCO3)C1=O (stereo not drawn)	-1	6	5	3	7	1	-0.8	1
Cc1ccc(S(=O)(=O)N2CCN(C(=O)CCC(=O)NC3CCCc4ccccc43)CC2)cc1 (stereo not drawn)	0	-4	-12	-15	27	0.91	0.6	1

Full records as entered above. Order of values: NR3A LBD binder, SENP6 inh, PfGluPho inh, ATG4B inh, SENP8 inh, hIAP act, MPTP block, SENP1 FRET inh
Results for `CN(C)CCN(C(=O)c1ccc(S(=O)(=O)N(C)c2ccccc2)cc1)c1nc2cc3c(cc2s1)OCCO3` → 0, -8, -9, -3, 9, 0.83, -0.3, 2
Results for `CC(=O)Nc1nonc1NC(=O)COc1ccccc1` → -2, -16, -2, -12, 15, 1.4, -0.9, 3
Results for `Cc1ccc(/C=N/n2c(-c3ccco3)n[nH]c2=S)s1` → 2, 6, 26, -1, 13, 0.88, -0.3, 3
Results for `O=C(CSc1ccc2nnc(-c3cccc(F)c3)n2n1)NCC1CCCO1` (stereo not drawn) → 2, 6, 46, 2, -104, 0.97, -2.1, 1

(further entries)
SMILES	NR3A LBD binder	SENP6 inh	PfGluPho inh	ATG4B inh	SENP8 inh	hIAP act	MPTP block	SENP1 FRET inh
Cc1cc(F)ccc1NCc1cccnc1	0	-11	7	-3	10	1.1	-0.7	1
CC(C)(Oc1ccc(CCNC(=O)c2ccc(-c3ccccc3)o2)cc1)C(=O)O	1	5	-17	-10	-13	1.1	0.4	2
COc1ccc2c(c1)nc(SCC(=O)c1ccc(Br)s1)n2C	2	-4	55	-1	13	0.84	-2.1	1
CCCNS(=O)(=O)c1cc(CN2C(=O)c3cccnc3C2=O)ccc1OC	0	11	9	-4	26	0.9	0.8	1
Cc1ccccc1NC(=O)Cc1nc(COC(=O)/C=C/c2ccccc2)cs1	-3	-3	0	3	5	1	-1.2	-14
O=C(NCC1CCCO1)c1cc2c(=O)[nH]c3ccccc3c2s1 (stereo not drawn)	-1	-10	7	-1	-391	1	-1.5	3
O=C(NC1CCCC1)C1CC1c1ccccc1 (stereo not drawn)	1	-1	-5	-3	13	0.95	-0.4	2
COc1ccc(NC(=O)Cn2c(=O)n(-c3ccc(CC(=O)NCc4ccco4)cc3)c(=O)c3ccccc32)cc1	-5	-9	-17	2	-3	0.97	0.7	-2
Cc1c(NC(=O)CN2CC(C)OC(C)C2)c(=O)n(-c2ccccc2)n1C (stereo not drawn)	7&0	-5	6&0	-8&-3	12&22	0.94	0.7&-1.3	1&4
CSc1nsc(SCC(=O)Nc2ccccn2)n1	0	0	4	-2	24	0.92	0.0	0
Cc1nc(-c2cccs2)sc1C(=O)NN	2	-4	2	-5	-120	1.2	1.2	-2
COc1ccc(CCNS(=O)(=O)c2cn(C)nc2C)cc1	1	-15	-5	2	8	1.3	-0.3	1
COc1cccc(/C=C/C(=O)N2CCN(S(=O)(=O)c3ccccc3)CC2)c1OC	-2	-5	4	-14	-251	1.1	0.8	3
CCc1nnc2n1N=C(c1ccccc1)CS2	2	6	-1	-12	-1	1.1	-0.9	1
O=C(CNC(=O)C1CC(=O)N(c2cccc3ccccc23)C1)Nc1ccccc1Br (stereo not drawn)	-1	10	-15	2	13	1	0.0	-1
CN(C)CCOC(=O)/C(=C/c1cn(C)c2ccccc12)NC(=O)c1ccccc1	3	3	-8	-1	-18	0.73	2.0	-2
O=C(Cn1ccc2ccccc2c1=O)NCCC(=O)N1CCN(C(=O)c2ccco2)CC1	-3	0	3	-3	-21	0.98	5.3	1
COc1ccc(-n2ccnc(SCC(=O)NC3CCCC3)c2=O)cc1	-2	-13	3	1	-374	1.1	0.1	2
COc1ccc(NC(=O)C2CCN(S(=O)(=O)c3ccccc3)CC2)cc1	-2	5	1	3	3	1.1	0.5	-1
CCOc1cc(C2C3=C(CC(C)(C)CC3=O)Nc3n[nH]c(C)c32)ccc1O (stereo not drawn)	0	7	27	-7	-53	1	-0.6	-2
CN1CCN(CCCCOc2cccc3ccccc23)CC1	2	-15	-7	1	15	1.1	-0.6	-1
CCOC(=O)N1CCN(C(=O)CCCn2c(=S)[nH]c3ccsc3c2=O)CC1	-1	7	11	0	3	1.1	-1.9	4
O=C(NCc1ccccc1)c1ccc2ccccc2n1	1	-11	-2	1	-6	1	0.8	-3
CC1(C)CC2(CCCN(C(=S)Nc3ccccc3)C2)CCO1 (stereo not drawn)	3	7	-8	-6	12	0.94	3.8	2
Cc1ccc(NC(=O)CN(C)C(=O)CSc2nnc(NC(C)C)s2)cc1	-1	-10	-3	-2	12	1.1	0.1	0
O=C(Nc1ccn(Cc2c(F)c(F)cc(F)c2F)n1)c1ccc(COc2ccccc2Cl)cc1	-8	6	5	11	5	0.98	0.5	6
Cc1cccc(N2CCN(C(=O)Cn3cccc3C(=O)c3ccccc3)CC2)c1C	-1	4	10	10	31	0.99	1.4	-2
O=C(COC(=O)/C=C/c1cccc([N+](=O)[O-])c1)NCc1ccc2c(c1)OCO2	2	-11	5	-9	6	0.84	0.1	1
